Screens as filed in PubChem BioAssay.
VLA-4 inh: inhibition in a human VLA-4 binding assay; P13612; VLA-4 expressing cells, ligand binding flow cytometry; inhibition, % (about 7 µM as worked out from the volumes in the protocol); 330,000 tested, 0.2% active; AID 2557; in the data active = inhibition above about 50%
Bcl-xL primary: inhibitors of human Bcl-xL; 320,000 tested, 0.7% active; AID 2129; GST-Bcl-xL / FITC-Bim BH3 peptide fluorescence polarization; Q07817; inhibition, % at 10.9 µM;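 active = inhibition above the mean of all tested compounds plus 3 SD, cutoff set per campaign, cut at about 30% in these data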;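 note: 0% = DMSO wells and 100% = unlabeled Bim-BH3 peptide competitor; inhibitors lower millipolarization by displacing the labeled peptide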
Target sequence (Q07817 whole entry, looked up): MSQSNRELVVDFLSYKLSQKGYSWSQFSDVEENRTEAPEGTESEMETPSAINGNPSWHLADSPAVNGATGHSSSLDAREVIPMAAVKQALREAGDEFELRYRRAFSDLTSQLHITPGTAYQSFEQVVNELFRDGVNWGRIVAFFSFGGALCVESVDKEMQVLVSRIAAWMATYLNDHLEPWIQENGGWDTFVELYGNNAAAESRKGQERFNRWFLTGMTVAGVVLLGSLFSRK
MCL1-BIM inh: disrupts human MCL1 binding to BIM-BH3 peptide | GST-MCL1 / FITC-Bim-BH3 fluorescence polarization | 320,000 tested, 0.68% active | inhibition, % at 10.9 µM | AID 2057;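 active = inhibition above the mean inhibition of all tested compounds plus 3 SD, set per campaign, cut at about 40% in these data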;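 note: 0% = DMSO wells and 100% = unlabeled Bim-BH3 peptide control; higher means more loss of mP so more displacement of Bim peptide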
Target sequence (Q07820 whole entry, looked up): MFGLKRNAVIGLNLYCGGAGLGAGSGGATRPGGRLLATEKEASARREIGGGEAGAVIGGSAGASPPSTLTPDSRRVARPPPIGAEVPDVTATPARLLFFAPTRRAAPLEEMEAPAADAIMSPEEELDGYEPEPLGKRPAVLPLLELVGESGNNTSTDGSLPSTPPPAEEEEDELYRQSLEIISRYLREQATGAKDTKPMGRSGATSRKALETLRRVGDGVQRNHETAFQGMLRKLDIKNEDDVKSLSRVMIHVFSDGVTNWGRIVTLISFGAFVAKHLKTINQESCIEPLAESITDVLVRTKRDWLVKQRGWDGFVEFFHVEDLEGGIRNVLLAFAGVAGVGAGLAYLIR
MEX-5 binding: C. elegans MEX-5 TCR-2 RNA binding activity. MEX-5/FITC-TCR2 RNA binding, fluorescence polarization; stronger effect = lower value. activity score (negative = inhibition of binding), % at 10 µM. 300,000 tested, 0.38% active;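 active = inhibition past about -25% in most replicates, and total fluorescence under double the plate's negative control median, limit read from the data; inconclusive = replicates evenly split on the limit, or fluorescence at least double controls; inactive = too little inhibition in most replicates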;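 note: 0% = DMSO and -100% = 5 µM competing unlabeled TCR2 RNA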
AGP1-GFP MLPCN: alters AGP1-GFP fluorescence in TOR pathway yeast screen. S. cerevisiae AGP1-GFP multiplex flow cytometry, 3 h; GFP as percent of DMSO wells. 320,000 tested, 0.02% active. AID 2066. GFP response vs DMSO, % at 10 µM;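 active = GFP response relative to DMSO above a set limit, near screen average plus 3 SD, cut at about 150% in these data; inconclusive = fewer than 70 cells counted for the yeast strain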;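 note: median GFP channel fluorescence of the gated AGP1 strain per well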
GRK2 aptamer HTS: inhibitors of human GRK2 displacing RNA aptamer. P25098. bead flow cytometry, FAM-aptamer displacement from GRK2. inhibition of aptamer binding, % at 10 µM. 330,000 tested, 0.59% active;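 active = inhibition of aptamer binding above 40%, roughly 3 SD of noise, on plates passing a quality check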;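 note: median bead fluorescence of bound FAM aptamer so fluorescent compounds give negative values; no value below 0 was filed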
Fam108B inh: blocks mouse Fam108B hydrolase in RBBP9 counter-screen | recombinant Fam108B, FP-Rh probe fluorescence polarization | inhibition, % at 9.51 µM | 300,000 tested, 0.33% active;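 active = inhibition above the screen mean inhibition plus 3 SD, computed separately per campaign, cut at about 18% in these data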;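 note: inhibitors lower polarization as less probe binds the enzyme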
GLD-1 RNA inh: GLD-1-TGE RNA interaction inhibition (C. elegans); 320,000 tested, 0.44% active; AID 2280; purified GLD-1 + fluorescein TGE RNA, fluorescence polarization; Q17339; inhibition, % at 5.96 µM;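 active = percent inhibition above a per-plate cutoff, the plate mean of test compounds plus 3 SD, cut at about 30% in these data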;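 note: 0% = DMSO wells with GLD-1 and probe and 100% = wells lacking GLD-1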
Target sequence (Q17339 whole entry, looked up): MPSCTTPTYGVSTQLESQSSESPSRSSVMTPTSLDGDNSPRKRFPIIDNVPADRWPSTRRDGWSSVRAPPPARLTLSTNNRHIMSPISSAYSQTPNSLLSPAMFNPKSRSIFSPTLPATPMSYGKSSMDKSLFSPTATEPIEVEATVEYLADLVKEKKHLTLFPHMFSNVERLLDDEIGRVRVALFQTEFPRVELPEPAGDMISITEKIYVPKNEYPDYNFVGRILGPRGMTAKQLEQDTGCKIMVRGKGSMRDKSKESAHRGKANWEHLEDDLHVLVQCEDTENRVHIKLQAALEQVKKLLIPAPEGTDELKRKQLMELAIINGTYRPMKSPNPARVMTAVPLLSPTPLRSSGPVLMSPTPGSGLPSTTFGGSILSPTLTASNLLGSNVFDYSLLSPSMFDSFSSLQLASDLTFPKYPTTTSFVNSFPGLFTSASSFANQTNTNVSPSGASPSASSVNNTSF
CIT2-GFP yeast: modulators of TOR pathway CIT2-GFP in S. cerevisiae; GFP response vs DMSO, % at 10 µM; S. cerevisiae CIT2-GFP strain, flow cytometry, 3 h; 100 means same as DMSO wells; 320,000 tested, 0.065% active;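 active = GFP response relative to DMSO above a set limit, near the screen mean plus 3 SD, cut at about 150% in these data; inconclusive = Fewer than 70 cells measured for a yeast strain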;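 note: ratio of well median GFP fluorescence to mean of DMSO wells on the plate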
* = called active by the depositor; ? = inconclusive; · = not tested or not shown. An excerpt; count on the stated rates, not on these rows.

compound	VLA-4 inh	Bcl-xL primary	MCL1-BIM inh	MEX-5 binding	AGP1-GFP MLPCN	GRK2 aptamer HTS	Fam108B inh	GLD-1 RNA inh	CIT2-GFP yeast
O=S(=O)(c1ccc(Cl)cc1)N1CC1c1ccccc1 (stereo not given)	12	6	3	3.6	102	5	-1	-4	103
CCOc1ccc(Cl)cc1CNCCc1ccccc1F	-24	7	2	-3.9	101	0	2	5	101
CCC(=O)c1cn(Cc2ccccc2C#N)c2ccccc12	10	2	-5	-3.1	104	0	-5	1	100
CC(/C=C(\C)Nc1ccccc1)=Nc1ccccc1	1	3	10	-0.6	84	0	-2	-2	88
Cc1cc(NC(=O)COC(=O)c2c(C)nn(Cc3ccccc3)c2C)no1	6	-2	-12	2.6	·	3	-6	-6	101
Cc1ccc2c(c1)N(CCC(=O)N1CCC3(CC1)OCCO3)C(=O)CO2	-3	4	-1	1.0	102	2	-3	-4	103
CC(C)(C)NC(=S)N1CCn2cccc2C1c1cccnc1 (stereo not given)	3	7	1	1.6	96	0	-3	3	101
C#CCOc1ccc2c(c1)c(C(C)=O)c(C)n2Cc1ccccc1	10	0	-5	-0.9	101	2	0	11	98
O=C(COc1ccccc1F)N1CCN(CCN2C(=O)c3cccc4cccc(c34)C2=O)CC1	6	8	9	-1.1	105	2	-2	5	102
CN(Cc1c[nH]c2ccccc12)C1CCCCC1	3	-1	-10	-1.5	96	0	1	2	99
COc1ccc2c(c1)c(C(=O)C(C)N1CCCCC1)c(C)n2C (stereo not given)	10	-4	-4	-1.9	?	0	-3	-5	?
CC(=O)c1cccc(NC(=O)N2C[C@H]3C[C@@H](C2)c2cccc(=O)n2C3)c1	-7	4	-4	1.3	104	1	2	-4	105
COc1ccc(C2NCCc3[nH]cnc32)cc1 (stereo not given)	7	4	-2	1.7	120	0	-6	8	98
CN1CCC(=O)N(CCN=[N+]=[N-])CC1	22	2	10	2.1	83	0	-2	2	74
O=[N+]([O-])c1cc(Cl)c(O)c(-[n+]2c(-c3ccccc3)cc(-c3ccccc3)cc2-c2ccccc2)c1	10	-1	1	-3.0	81	5	1	-5	84
CCC(=NCCCn1ccnc1)c1c(O)n(Cc2ccccc2)c(=O)[nH]c1=O	-10	4	1	1.4	106	0	2	9	110
CC12CCC3C(CCC4C/C(=N/O)CCC43C)C1CCC2O (stereo not given)	16	3	-11	1.2	96	0	-4	2	82
CCOc1ccccc1C1SCC(=O)Nc2c1c(=O)[nH]n2C(CC)CC (stereo not given)	16	6	-2	1.2	94	1	1	2	91
Cn1c(O)c(/C=N/NC(=O)c2ccncc2)c(=O)[nH]c1=S	3	16	18	-11	99	0	-8	14	90
CC12CC[C@H]3[C@@H](CCC4(O)C[C@H](O)CCC34/C=N/NC(=O)c3ccccc3O)C1(O)CCC2C1=CC(=O)OC1 (stereo not given in full)	14	13	24	1.2	82	1	1	8	104
Cc1cc(C=C2C(=O)N(C)C(=S)N(C)C2=O)c(C)n1-c1cccnc1	-12	11	14	-2.4	82	0	-2	-2	52
COc1ccc(C(=O)N2CCCC2=O)cc1	22	4	4	-1.0	95	0	-6	-1	94
CCC(=Nc1ccc2c(c1)CCC2)c1c(O)n(C2CCCCC2)c(=O)[nH]c1=O	0	11	4	-1.0	103	100*	-2	-4	114
COc1cc(N2CCOCC2)ccc1/C=C1\C(=O)NC(=O)N(C2CCCCC2)C1=O	-15	-14	-17	-3.5	110	1	3	-2	71
C/C=C1\NC(=O)[C@@H](NC(=O)[C@H](CCc2ccc(O)cc2)NC(=O)[C@H](C)NC(=O)[C@H](O)CO)[C@@H](C)OC(=O)[C@H](C(C)C)NC(=O)[C@H](Cc2ccc(O)cc2)N(C)C(=O)[C@H](Cc2ccccc2)N2C(=O)C(CC[C@H]2O)NC1=O (stereo not given in full)	-6	·	·	·	90	0	·	10	83
Cc1c(C=O)c2ccccc2n1Cc1ccccc1	10	3	12	1.8	94	0	1	-3	92
C#CCOCOCC#CCN(CC)CC	14	-2	3	1.1	104	0	3	-3	96
Cc1ccc(NS(=O)(=O)c2ccc(OCC(=O)N3CCN(C)CC3)cc2)cc1	-2	1	0	-2.4	105	0	-7	3	96
CCN(CC)c1ccc(N=Cc2c(O)n(-c3ccccc3)c(=O)[nH]c2=O)cc1	-23	-2	-12	-18	103	100*	0	3	95
CCOC(=O)c1[nH]c(C)c(C(=O)N2CCC3(CC2)OCCO3)c1C	·	-1	-4	-2.8	104	1	-5	3	102
S=C(c1ccc(Cl)cc1)N1CCOCC1	0	-3	5	-0.6	112	2	2	3	110
Oc1ccc(/C=N/NP(=S)(c2ccccc2)c2ccccc2)cc1	-8	0	-1	-2.6	96	0	-4	2	86
Cc1cccc(NP(=O)(Oc2ccccc2F)Oc2ccccc2F)c1	40	3	-6	-0.5	114	0	3	2	99
Clc1ccc2c(c1)C(OC1CN3CCC1CC3)c1ccccc1CS2 (stereo not given)	5	0	-2	2.1	102	0	-1	4	92
COc1ccc(OCC(=O)N2CCN(Cc3ccc(SC)cc3)CC2)cc1	-4	0	-4	-2.1	97	0	1	2	97
CCc1nc2ccc(N3CCN(C)CC3)cc2nc1CC	19	16	20	-7.3	92	100*	-8	11	94
COC(=O)C1=C(c2ccc(Cl)c(C(F)(F)F)c2)C[C@@H]2CC[C@H]1N2C(=O)NC1CCCCC1	4	4	6	·	103	2	·	4	109
O=c1c2ccccc2[nH]c(=S)n1-c1cccnc1	14	-3	-2	0.4	107	2	3	-2	98
CC(C)C12CN3CCN(CC(C3)/C1=N\O)C2	-1	3	10	-0.9	105	3	4	8	109
Cc1cccc(CCNCc2cc3cc(C)cc(C)c3[nH]c2=O)c1	-2	3	10	2.2	104	5	2	-3	101
c1cncc(CNC2CCCCC2)c1	13	4	-2	1.6	103	0	1	-4	107
CN(C)CP(=O)(O)CN(C)C=O	-5	-9	-9	-0.4	105	0	-11	2	102
CN1[C@H]2CC[C@@H]1C(C(=O)N1CCOCC1)=C(O)C2	0	2	2	·	101	2	·	0	97
O=[N+]([O-])c1ccc(N2CCCNCC2)c2ncccc12	2	0	2	-5.4	?	0	4	-4	?
COC(=O)C1=C(c2ccc(F)cc2OCc2ccccc2)C[C@@H]2CC[C@H]1N2C(=O)NCCCc1ccccc1	-1	0	1	·	97	1	·	4	103
Brc1ccc2[nH]cc(/C=N/N3CCCCC3)c2c1	-17	3	-8	3.2	94	7	6	4	109
COC1CC(OC2CCC3(C)C(CCC4C3CCC3(C)C(C5=CC(=O)OC5)C(OC(C)=O)CC43O)C2)OC(C)C1OC1OC(COC2OC(CO)C(O)C(O)C2O)C(O)C(O)C1O (stereo not given)	9	2	3	0.7	96	0	0	4	93
COc1ccc(C(CNC(=O)Cc2ccc(Cl)c(Cl)c2)N2CCCCC2)cc1 (stereo not given)	-14	2	1	4.9	92	2	-2	-1	99
CCC(C(=O)Nc1ccc(Cl)cc1)N1CCCC1=O (stereo not given)	5	7	4	-0.9	102	0	4	-1	99
Cc1ccccc1N1C(=O)NC(=O)/C(=C\c2cc(Br)c(N3CCOCC3)o2)C1=O	-365	-76	-168	7.9	104	8	-5	-45	104
CCCCOCCCn1c(N)c(C(=O)OC(C)COC)c2nc3ccccc3nc21 (stereo not given)	8	6	9	1.9	97	0	-1	6	84
COC(=O)C1=C(c2ccc(-c3ccccc3)c(F)c2)C[C@@H]2CC[C@H]1N2C(=O)NCCOc1ccccc1	0	7	11	·	106	0	·	7	109
CCCCCn1c(=O)c(C(=O)Nc2ccccc2N)c(O)c2ccccc21	14	-2	-7	-0.5	106	0	-1	4	107
Cc1cccc(-n2c(-c3ccco3)nc3ccccc3c2=O)n1	7	7	5	-0.1	102	2	-1	-2	92
CC(C)N1CCN(Cc2ccc3c(c2)OCCO3)CC1CCO (stereo not given)	0	2	-1	-1.7	105	0	2	0	98
CCN(CC)N=O	7	1	-5	·	105	3	·	4	86
CC(=NCC1CCCO1)c1c(O)n(C2CCCCC2)c(=O)[nH]c1=O (stereo not given)	2	4	4	-2.6	107	0	3	-3	107
CCCCCCN1CCN(c2ccccc2Cl)CC1	-1	-1	2	-3.7	107	0	1	6	104
Cn1c(O)c(C=NCCOc2ccc(Cl)cc2)c(=O)n(C)c1=O	-11	1	0	1.2	93	0	1	-2	87
COC(=O)C(O)(c1ccc(N=Cc2ccccc2O)c(C)c1)C(F)(F)F (stereo not given)	-2	-14	-17	-0.9	99	0	-3	-14	101

(cont.)
compound	VLA-4 inh	Bcl-xL primary	MCL1-BIM inh	MEX-5 binding	AGP1-GFP MLPCN	GRK2 aptamer HTS	Fam108B inh	GLD-1 RNA inh	CIT2-GFP yeast
CCOC(=O)N(c1ccccc1)P1(=S)OCC(C)O1 (stereo not given)	19	0	8	2.3	97	2	-1	-4	96
c1ccc(CN2CCNCC2)nc1	4	-1	-7	0.1	104	11	-5	0	100
CCCCn1c(=O)c(C(=O)NCc2ccccc2)c(O)c2ccccc21	15	5	13	-1.5	103	0	-11	4	106
CCOc1cc(/C=C2/C(=O)NC(=O)N(c3ccc(CC)cc3)C2=O)ccc1OC(=O)c1cccs1	-5	6	9	1.7	113	0	0	-3	112
Cc1cc(OCC(=O)N[C@@H](Cc2ccccc2)C(=O)O)c2c3c(c(=O)oc2c1)CCC3	-19	1	0	0.7	105	1	-1	2	106
O=C1NC(=O)C(=CN2CCc3ccccc32)C(=O)N1	25	25	16	-2.2	101	3	2	20	99
C=C(C)CSc1nnc([C@@H](N)Cc2c[nH]c3ccccc23)o1	9	1	8	2.5	105	0	-4	-3	104
Nc1ccccc1-[n+]1c(-c2ccccc2)cc(-c2ccccc2)cc1-c1ccccc1	-21	3	-3	-1.7	104	0	1	2	108
COC(=O)C1=C(c2ccc(OCc3ccccc3)cc2)C[C@@H]2CC[C@H]1N2C(=O)NCc1ccc(OC)c(OC)c1	12	-6	-4	·	88	10	·	4	96
CCC12CN3CC(CC)(CN(C1)C3c1cccnc1)C2=O (stereo not given)	-5	-3	2	1.4	98	5	-1	-4	102
O=C(N/N=C/c1c(O)n(C2CC2)c(=S)[nH]c1=O)c1ccccc1O	-5	6	16	-60*	110	0	8	0	106
Cc1cc(/C=C2/C(=O)NC(=O)N(C)C2=O)c(C)n1-c1ccccc1	5	5	6	0.2	103	0	0	-2	103
Cc1cccc(OP(=O)(Nc2ccc(F)cc2)Oc2cccc(C)c2)c1	20	5	3	-0.8	98	0	0	-1	90
C[C@]12CCC(=O)C=C1CC[C@@H]1C2[C@H](O)C[C@]2(C)C(=O)CCC12 (stereo not given in full)	-3	9	5	2.3	99	0	-2	-3	92
O=C(C(=O)N1CCC2(CC1)OCCO2)c1c[nH]c2ccccc12	-2	5	5	2.8	102	1	2	-7	102
c1ccc2c(c1)CNc1ccccc1O2	7	5	8	1.2	106	0	-3	7	105
